# Source: PubChem (several laboratories)
# Anthrax LF inh2: Bacillus anthracis LF protease inhibitors, primary screen, biochemical, multiplex microsphere, MLPCN library. multiplex microsphere protease cleavage assay. 360,000 compounds, 0.12% hits. Lethal factor (Bacillus anthracis), P15917. AID 588501, 2011. inhibition, % at 10 µM; note: plate controls were buffer without enzyme for full effect and enzyme alone for no effect
# BoNT-A LC inh2: BoNT/A light chain protease inhibitors, primary screen, biochemical, flow cytometry, MLPCN library; multiplex microsphere protease substrate cleavage; AID 588499, 2011; 360,000 compounds, 0.17% hits; inhibition, % at 10 µM; Botulinum neurotoxin type A light chain protease (Clostridium botulinum A str. ATCC 3502); note: plate controls were buffer without enzyme for full effect and enzyme alone for no effect
# FadD28 binding: inhibitors of FadD28 bisubstrate probe binding, primary screen, biochemical, fluorescence polarization, single point | 360,000 compounds, 0.22% hits | AID 588549, 2011 | inhibition, % at 12.5 µM | Mycobacterium tuberculosis FadD28 fatty-acid-AMP ligase; in the data active = inhibition above about 8.5%, passing the limit was not always enough; inconclusive = no clear call, values can overlap the other calls
# UGM FP inh: M. tuberculosis UGM enzyme inhibitors, primary screen, biochemical, fluorescence polarization, single point; UDP-galactopyranose mutase (Mycobacterium tuberculosis (strain ATCC 25618 / H37Rv)), …; purified UGM, fluorescence polarization probe displacement; inhibition, % at 10 µM; 320,000 compounds, 0.06% hits; AID 504406, 2011; in the data active = inhibition above about 10%, passing the limit was not always enough; inconclusive = no clear call, values can overlap the other calls
# Target sequence (P9WIQ1 whole entry, looked up): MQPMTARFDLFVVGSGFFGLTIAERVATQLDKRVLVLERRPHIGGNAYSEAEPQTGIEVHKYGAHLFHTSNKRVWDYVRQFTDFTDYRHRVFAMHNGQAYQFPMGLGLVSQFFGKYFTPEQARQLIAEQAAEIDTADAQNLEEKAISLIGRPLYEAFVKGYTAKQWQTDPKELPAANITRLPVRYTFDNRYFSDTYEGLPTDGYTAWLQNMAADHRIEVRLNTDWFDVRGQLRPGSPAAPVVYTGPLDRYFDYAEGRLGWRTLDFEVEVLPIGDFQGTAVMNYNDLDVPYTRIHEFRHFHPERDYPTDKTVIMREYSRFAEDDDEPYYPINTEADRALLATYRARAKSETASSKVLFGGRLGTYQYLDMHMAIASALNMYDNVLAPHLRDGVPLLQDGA
# BoNT F protease: BoNT/F light chain protease inhibitors, primary screen, biochemical, flow cytometry, MLPCN library; Botulinum neurotoxin type F light chain protease (Clostridium botulinum); Multiplex microsphere protease cleavage assay; inhibition, % at 10 µM; 360,000 compounds, 0.22% hits; AID 588497, 2011; in the data active = inhibition above about 35%, passing the limit was not always enough; inconclusive = no clear call, values can overlap the other calls; note: plate controls were buffer without enzyme for full effect and enzyme alone for no effect
# PfHsp40 rescue: rescue of yeast from PfHsp40 toxicity, primary screen, S. cerevisiae, ATP luminescence. S. cerevisiae expressing PfHsp40, growth rescue. growth rescue, % at 12.5 µM. 340,000 compounds, 0.68% hits. AID 504582, 2011; in the data active = growth rescue above about 28%, passing the limit was not always enough; inconclusive = no clear call, values can overlap the other calls;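 note: yeast W303a lacking pdr1 and pdr3 grown in galactose medium; growth measured after three days at 30 °C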
# GDH-TPI counter: GDH-TPI coupling enzyme inhibitors, primary screen, artefact control for M. tuberculosis FBA inhibitor project, biochemical, absorbance, full deck. inhibition, % at 4.8 µM. 360,000 compounds, 1.2% hits. GDH-TPI coupled enzyme counterscreen, NADH absorbance; in the data active = inhibition above about 30%;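 note: 0% = DMSO wells and 100% = wells lacking the enzyme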
# BioA inh: M. tuberculosis BioA enzyme inhibitors, primary screen, biochemical, plate reader, single point, HTS. 360,000 compounds, 0.096% hits. AID 602481, 2012. purified M. tuberculosis BioA enzyme. inhibition, % at 9.99 µM. 7,8-diaminopelargonic acid synthase BioA (Mycobacterium tuberculosis); in the data active = inhibition above about 40%; inconclusive = no clear call, values can overlap the other calls
# Mtb FBA inh: Mtb FBA enzyme inhibitors, primary screen, biochemical, fluorescence, strain H37Rv. Fructose-bisphosphate aldolase (Mycobacterium tuberculosis (strain ATCC 25618 / H37Rv)), …. purified M. tuberculosis FBA, fluorescence read-out. inhibition, % at 1 µM. 360,000 compounds, 2.3% hits. AID 588726, 2011; in the data active = inhibition above about 27%;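 note: 0% = vehicle and 100% = reference inhibitor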
# Target sequence (P9WQA3 whole entry, looked up): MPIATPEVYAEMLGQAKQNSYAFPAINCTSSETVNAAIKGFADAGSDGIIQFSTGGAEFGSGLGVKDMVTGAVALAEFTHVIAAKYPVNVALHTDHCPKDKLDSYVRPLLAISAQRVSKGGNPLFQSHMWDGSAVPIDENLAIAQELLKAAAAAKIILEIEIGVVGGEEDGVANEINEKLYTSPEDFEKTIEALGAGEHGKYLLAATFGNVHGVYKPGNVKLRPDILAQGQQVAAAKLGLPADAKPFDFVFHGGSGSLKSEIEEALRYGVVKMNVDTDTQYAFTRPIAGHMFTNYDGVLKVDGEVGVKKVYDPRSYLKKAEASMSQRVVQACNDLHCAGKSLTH
# * = called active by the depositor; ? = inconclusive; · = not tested or not shown. Cut-off read from the data, not from the text of the source, unless noted: active = inhibition above about 30%; inconclusive = no clear call, values can overlap the other calls; inactive = below that.
SMILES,Anthrax LF inh2,BoNT-A LC inh2,FadD28 binding,UGM FP inh,BoNT F protease,PfHsp40 rescue,GDH-TPI counter,BioA inh,Mtb FBA inh
CC(C)NC(=O)C1CC=CCC1C(=O)O (configuration not stated),-1,0.5,-2.7,-3.1,-2,-1.7,1,-3.2,0
Cc1ccc(S(=O)(=O)NCC(=O)N(CC(=O)NCC2CCCO2)Cc2ccco2)cc1 (configuration not stated),-2,-1.7,-1.5,1.6,-5,0.0,-1,-0.7,-2
CCN(CC)S(=O)(=O)c1ccc(N/N=C(\C)c2ccncc2)c([N+](=O)[O-])c1,1,1.7,-0.8,1.7,16,1.1,1,·,0
NS(=O)(=O)c1cc2c(cc1Cl)NC(c1ccccc1OCC(=O)O)NS2(=O)=O (configuration not stated),-4,0.2,-0.4,0.6,5,0.7,-6,0.3,0
Cc1cccc(N2CCN(C(=O)c3ccc(NS(=O)(=O)c4ccc5[nH]c(=O)[nH]c5c4)cc3)CC2)c1C,1,-1.8,-2.7,-4.3,-4,1.6,6,-0.1,-2
Cc1cc(N2C(=O)C3CC=CCC3C2=O)no1 (configuration not stated),2,-2.2,-0.6,3.4,-10,1.2,-2,0.1,2
COc1ccc(CN(C(=O)c2ccc(-c3ccccc3)[nH]2)C(C(=O)NCC2CCCO2)c2ccc(C)o2)cc1 (configuration not stated),-18,2.0,-3.1,2.5,9,0.2,4,·,2
CC1CCN=C(N)S1 (configuration not stated),-4,-0.1,0.1,-0.4,3,-1.0,1,-0.2,2
COc1ccc(OC)c(S(=O)(=O)N2CCN(C)CC2)c1,-2,0.6,-1.5,-2.7,4,-0.3,13,-2.4,-2
O=C(OCC(=O)N1CCCCC1)c1cccc(NS(=O)(=O)c2ccccc2)c1,4,0.0,-2.8,-0.7,4,-0.2,-2,3.8,2
O=C(Nc1ccc(C(F)(F)F)cc1)C1=NN(C2CCS(=O)(=O)C2)C(=O)CC1 (configuration not stated),3,-0.9,·,1.0,-2,0.6,2,0.6,4
Cc1nnc(SCCn2c(N3CCCCCC3)nc3c2c(=O)[nH]c(=O)n3C)s1,-1,1.1,-0.1,0.1,-6,-0.1,9,-4.1,-5
O=c1oc2ccccc2cc1-c1cn2cccnc2n1,-8,-0.3,-1.8,-0.9,6,-1.3,45*,-0.2,29*
CCCCNC(=O)CCn1c(=O)c2ccccc2n(CC(=O)Nc2ccccc2OCC)c1=O,-1,0.6,-0.8,0.5,18,0.5,5,0.4,3
CCC1=NN(C(=O)C(=O)Nc2ccc(OC)cc2)C(O)(C(F)(F)F)C1 (configuration not stated),-3,-0.9,-4.1,-0.5,-6,-1.1,-1,-1.7,-2
COc1ccc(-n2nc(C(=O)O)cc2-c2ccccc2)cc1,18,0.0,-2.9,0.8,?,-0.4,-2,-0.9,1
CCOC(=O)C1(CCOc2ccccc2)CCN(Cc2ccc(C(=O)OC)cc2)CC1,9,-2.5,-4.3,2.2,?,2.3,-1,-0.2,-1
CCn1c(CNc2ccc(Cl)cc2)nnc1SCC(=O)OC1CCCCC1,-2,-0.3,-5.3,-6.7,-7,0.3,9,9.9,2
Cc1nn(-c2ccccc2)c(Cl)c1C(=O)N(C)CC(=O)Nc1cccc(F)c1,0,-1.5,-2.9,0.1,0,1.2,3,·,-1
O=C(Nc1ccc2c(c1)C(=O)OC2)Nc1cccc2ccccc12,-5,0.3,0.6,3.5,-2,-0.5,-3,·,4
COCCNC(=O)c1cn(CCOC)c(=O)c2c1c1ccccc1n2C,-8,-1.3,-0.9,-0.1,-6,1.0,14,0.1,27*
CC(C)(C)C1CCC(OCC(O)CN2CCN(Cc3ccccc3)CC2)CC1 (configuration not stated),1,-0.7,-3.2,4.2,-6,0.4,-2,·,1
COCCn1cnc2c1c(=O)n(CC(=O)OCC(=O)NCC(F)(F)F)c(=O)n2Cc1ccccc1,-3,0.1,-1.8,1.1,0,-0.5,4,·,2
COc1ccc(C2/C(=C(/O)c3ccc(C)cc3)C(=O)C(=O)N2c2ccccn2)cc1 (configuration not stated),-6,0.0,-3.9,0.9,-16,-0.8,2,0.5,-5
CCCC(=O)N(Cc1cc2cc(C)ccc2[nH]c1=O)c1ccccc1OC,-1,-0.7,-0.9,2.2,-8,-0.9,8,-0.6,3
O=c1c2ccccc2[nH]c(=S)n1Cc1ccccc1Cl,-1,0.1,1.1,1.1,-16,3.0,8,-0.5,-1
N#CCCn1c(=O)n(CCC#N)c2ccccc21,2,-0.9,0.8,1.2,2,-1.5,-3,·,6
CC1Cc2nc(SCC(=O)Nc3ccc(F)cc3F)n(C)c(=O)c2S1 (configuration not stated),-2,1.6,-0.3,-0.1,3,2.2,23,13,3
COc1ccc(-n2cc(CNC3CCOCC3)c(-c3cccc(F)c3)n2)cc1,2,0.1,-2.2,-0.9,-15,-1.2,3,·,50*
COCCN(C(=O)COC(=O)c1ccc(C=O)cc1)c1c(N)n(Cc2ccccc2)c(=O)[nH]c1=O,4,-0.5,-2.6,1.3,4,-1.6,0,0.0,-2

# Full records, quoted from the list:
# Results for `COc1ccc(-n2nc(C(=O)O)cc2-c2ccccc2)cc1` : Anthrax LF inh2 = 18; BoNT-A LC inh2 = 0.0; FadD28 binding = -2.9; UGM FP inh = 0.8; BoNT F protease = ?; PfHsp40 rescue = -0.4; GDH-TPI counter = -2; BioA inh = -0.9; Mtb FBA inh = 1
# Results for `COc1ccc(C2/C(=C(/O)c3ccc(C)cc3)C(=O)C(=O)N2c2ccccn2)cc1` (configuration not stated) : Anthrax LF inh2 = -6; BoNT-A LC inh2 = 0.0; FadD28 binding = -3.9; UGM FP inh = 0.9; BoNT F protease = -16; PfHsp40 rescue = -0.8; GDH-TPI counter = 2; BioA inh = 0.5; Mtb FBA inh = -5

# (more compounds)
SMILES,Anthrax LF inh2,BoNT-A LC inh2,FadD28 binding,UGM FP inh,BoNT F protease,PfHsp40 rescue,GDH-TPI counter,BioA inh,Mtb FBA inh
CC(CNC(=O)CN1C(=O)c2cccnc2Oc2ccc(Cl)cc21)c1ccccc1 (configuration not stated),·,·,-1.4,-2.9,·,0.1,3,2.2,2
NC(=O)C1(N2CCCCC2)CCN(C2CC(=O)N(CCc3ccccc3)C2=O)CC1 (configuration not stated),2,0.8,-2.1,1.6,-12,-0.7,7,-2.6,-2
CN(C)c1cc(N)c2ccccc2n1 (tested in a mixture with another compound),4,0.1,-2.3,-3.8,-10,-1.0,14,-1.8,-6
CCOc1ccc([C@@H]2CC=C(C(=O)O)[C@H](c3cccc(Cl)c3)N2S(=O)(=O)c2ccc(C)cc2)cc1,8,-0.9,-0.5,1.6,0,5.7,11,1.9,0
CN(CC1COc2ccccc2O1)C(=O)Cn1cc(C(F)(F)F)ccc1=O (configuration not stated),0,-0.1,-0.5,0.6,-2,0.0,-5,·,4
COc1ccc(/C=C2\SC(=O)N(CC(=O)NCCCn3ccnc3)C2=O)cc1,1,-1.8,1.4,-2.2,-1,-1.8,43*,-0.6,-2
O=C(CSc1nc2ccccc2c(=O)[nH]1)Nc1ccc(N2CCOCC2)c(Cl)c1,-14,-2.9,·,2.7,0,0.4,1,·,-1
O=C(Nc1cc(S(=O)(=O)N2CCOCC2)ccc1N1CCCCC1)c1ccccc1,-2,-3.1,-2.0,-1.2,-16,-0.3,6,0.4,2
CCCCC1CC1C(=O)Nc1ncc2c(n1)CC(C)(C)CC2=O (configuration not stated),-19,?,0.3,-0.2,11,-1.4,9,·,4
CC1CCN(c2c(NCc3ccc(C(=O)N4c5ccccc5CC4C)cc3)c(=O)c2=O)CC1 (configuration not stated),-1,-0.3,-0.8,2.3,-11,0.6,15,-0.1,2
CCN(c1ccccc1)S(=O)(=O)c1cc(NC(=O)Nc2ccccc2C#N)ccc1Cl,-1,-0.8,-2.2,-1.1,-2,-0.1,8,·,0
CN(Cc1ccc(F)cc1)C(=O)c1cc(S(=O)(=O)N2CCCCC2)ccc1N1CCOCC1,1,-4.3,-1.5,·,-1,-0.7,6,-0.8,-1
CC(=O)NCCc1nc2cc(NC(=O)c3ccc([N+](=O)[O-])cc3)ccc2n1C,7,1.2,-1.0,1.5,-11,-1.3,19,1.2,5
CC(C)(C)OCC(NC(=O)C(CC(N)=O)NC(=O)OC(C)(C)C)C(=O)OC(C)(C)C (configuration not stated),-3,0.1,1.4,-0.2,0,-1.1,3,1.0,5
C=CCn1c(SCC(=O)Nc2ccc(-c3nc4ccc(C)cc4s3)cc2)nnc1-c1ccccc1,0,0.4,-3.1,-3.3,0,1.1,11,-1.8,41*
COc1cc(/C=N/Nc2nc(C)cc(C)n2)cc(OC)c1OC,8,-1.0,-0.8,-0.4,7,-0.5,18,-0.7,1
COCCCn1c(SCC(=O)Nc2oc(C)c3c(C)n[nH]c(=O)c23)nc2sc3c(c2c1=O)CCC3,-5,4.9,-0.8,0.1,2,-1.4,-1,1.3,-1
O=C(COC(=O)c1cc(-c2cccs2)nn1-c1ccccc1)Nc1ccc(Cl)c([N+](=O)[O-])c1,1,-0.9,-3.0,-0.8,-4,1.2,-4,-8.7,1
CCN(c1ccccc1)S(=O)(=O)c1ccc2[nH]c(=O)[nH]c2c1,-4,-0.6,-4.0,0.6,-3,6.4,-2,·,8
CCOC(=O)C(Cc1ccccc1)NC(=O)CCC(=O)c1ccc(OC)cc1 (configuration not stated),0,-0.4,-1.5,-2.2,1,-1.1,9,-0.7,2
O=C(O)CCC(=O)N1CCc2cc(S(=O)(=O)N3CCN(c4ccc(F)cc4)CC3)ccc21,-7,-1.8,-1.6,6.4,1,1.9,8,-5.5,5
CCOC(=O)C1=C(C)N=c2sc(=Cc3cc(Cl)c(OCC(=O)O)c(OC)c3)c(=O)n2C1c1ccccc1Cl (configuration not stated),-2,1.1,-2.5,·,0,·,10,-1.3,2
O=C(COC(=O)c1ccc(NS(=O)(=O)c2cccs2)cc1)NCC1CCCO1 (configuration not stated),-5,-0.4,0.0,1.1,-4,3.0,1,·,0
CC(C)(C)OC(=O)N1CCC(c2c(C(=O)NC3CC3)cnn2-c2ccccc2)CC1,3,6.1,-1.0,-1.3,3,1.2,-7,0.1,2
C=CCN(C(=O)c1ccc2snnc2c1)c1ccccc1,-1,-1.5,-3.0,0.1,-1,0.7,13,8.2,1
Cc1noc(C)c1COC(=O)c1ccc2c(c1)OCCO2,-5,0.2,-0.3,-1.6,-22,-0.5,15,1.1,-1
CC1=C(C(=O)OC(C)C)C(c2c(O)ccc3ccccc23)NC(=O)N1 (configuration not stated),1,-0.8,-1.6,-1.5,-7,-0.5,2,-0.5,-1
COc1ccc(/C=C2\SC(N)=NC2=O)cc1,-11,0.3,-2.3,-0.1,29,1.0,30,-0.7,1
Cc1cccc(C)c1OCc1cc(C(=O)N2CCN(c3ccc(F)cc3)CC2)no1,2,0.8,-0.1,0.6,11,0.0,6,2.8,6
COc1cc(C)c(NC(=O)c2cccc(S(=O)(=O)N3CCCC3)c2)cc1OC,0,0.5,0.1,0.4,2,-0.1,12,·,0
